# Screens from PubChem BioAssay.
# T cruzi growth: T. cruzi intracellular proliferation inhibitors, primary screen, cell-based, beta-gal Tulahuen parasites, NIH3T3 host, luminescence | T. cruzi beta-gal in NIH3T3, GalScreen luminescence, 90 h | inhibition, % at 8.34 µM | hit rate 5.9% among 77,000;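 active means mean inhibition above about 93%, with at least 55% of replicates each passing it, limit read from the data, passing the limit was not always enough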
# Pf Dd2 inh: P. falciparum Dd2 growth inhibitors, primary screen, SYBR Green fluorescence, single dose replicates | 72 h; hits give low values | AID 1159554, 2015 | hit rate 2.3% among 94,000 | activity change, % at 10 µM; in the data active means activity change below about -80%
# C diff growth: C. difficile growth inhibitors, primary screen, HTS | Clostridium difficile clinical isolate growth, OD600, 24 h; hits give low values | growth activity, negative = inhibition, % at 16 µg/mL (by protocol) | hit rate 0.25% among 86,000;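 active means mean growth activity at or below -80% and every replicate also at or below -80%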;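 further: 0% = DMSO wells and -100% = levofloxacin 16 µg/mL wells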
# KDM4C inh: inhibitors of GASC-1 (KDM4C) histone demethylase, primary screen, biochemical, single concentration HTS; Lysine-specific demethylase 4C (Homo sapiens), Q9H3R0; GST-KDM4C 2-372, H3K9me3 peptide, LANCE TR-FRET; inhibition, % at 12.5 µM; hit rate 0.15% among 96,000;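 active means mean replicate inhibition above about 25%, with at least 55% of replicates also reaching it, limit read from the data, passing the limit was not always enough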
# Target sequence (Q9H3R0 2-372 limits assumed): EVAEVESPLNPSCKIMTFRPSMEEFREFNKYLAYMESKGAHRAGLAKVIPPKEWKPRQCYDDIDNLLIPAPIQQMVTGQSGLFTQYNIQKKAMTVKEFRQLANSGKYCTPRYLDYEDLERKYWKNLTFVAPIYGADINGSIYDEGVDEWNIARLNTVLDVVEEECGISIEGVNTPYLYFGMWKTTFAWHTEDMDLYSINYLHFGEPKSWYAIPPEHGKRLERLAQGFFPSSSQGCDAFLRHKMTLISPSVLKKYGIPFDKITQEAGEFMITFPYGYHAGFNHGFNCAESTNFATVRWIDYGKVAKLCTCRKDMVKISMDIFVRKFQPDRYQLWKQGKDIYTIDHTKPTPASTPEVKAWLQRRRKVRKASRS
#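 reagent = H3K9me3 peptide substrate, Fe(II), 2-oxoglutarate | system = GST-tagged GASC-1 (JMJD2C) catalytic fragment, aa 2-372 | amount = enzyme final amount 10 nM | read-out = Fall in 671/618 emission ratio as inhibition | medium = HEPES buffer, pH 7.5, plus ascorbate | schedule = 30 min reaction, 60 min detection, RT | measured by = LANCE TR-FRET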
# * hit, by the source's call; . = not tested or not shown; & = joins results of further samples.
canonical_smiles	T cruzi growth	C diff growth	Pf Dd2 inh	KDM4C inh
COCC(=O)Nc1ccc2c(c1)C(=O)N(C)C[C@@H](OC)[C@H](C)CN(C(=O)c1ccncc1)[C@H](C)CO2	14.7	-1.6	25.1	1.0
C[C@H](CO)N1C[C@H](C)[C@H](CN(C)Cc2ccc(C(F)(F)F)cc2)Oc2ccc(NC(=O)Cn3cnnn3)cc2CC1=O	41.8	5.8	8.9	1.6
CC(C)C(=O)Nc1ccc2c(c1)C(=O)N(C)[C@@H]1CC[C@@H](CC(=O)Nc3ccccc3)O[C@H]1CO2	22.3	-6.0	5.5	-3.1
CCCC#Cc1ccc([C@H]2[C@H](CO)N3C(=O)CN(S(=O)(=O)Cc4ccccc4)C[C@@H]23)cc1	.	6.3	-4.6	0.1
OC[C@@H]1Nc2ccc(C#Cc3ccc(F)cc3)cc2[C@H]2[C@@H]1CCN2Cc1ccc2c(c1)OCO2	141.9*	-2.8	-70.9	0.1
C[C@H]1CN([C@@H](C)CO)C(=O)c2cc(-c3ccccc3F)cnc2O[C@@H]1CN(C)C(=O)NC1CCCC1	0.7	2.3	-3.1	-2.7
C[C@H](CO)N1C[C@H](C)[C@H](CN(C)S(=O)(=O)c2ccc(F)cc2)Oc2ccc(NC(=O)CCN3CCOCC3)cc2C1=O	43.8	-0.8	4.0	-1.6
O=C(CCN1CCCCC1)NCC[C@@H]1CC[C@@H](NC(=O)Cc2cccnc2)[C@H](CO)O1	-89.1	.	28.2	-1.0
O=C(C[C@@H]1CC[C@@H]2[C@H](COC[C@@H](O)CN2C(=O)Nc2ccc(Cl)cc2)O1)NCCc1ccncc1	118.5*	46.0&-1.9	18.9	-0.1
C[C@@H]1CN([C@H](C)CO)C(=O)c2cc(-c3ccc(F)cc3)cnc2O[C@H]1CN(C)Cc1ccccn1	18.3	0.2	-3.6	3.3
COCC(=O)N1[C@H](C#N)[C@H](c2ccccc2-c2cccc(OC)c2)[C@@H]1CO	.	100.8	-2.6	-0.5
C[C@@H]1CN([C@H](C)CO)C(=O)c2cccc(NC(=O)CCCCCC(=O)Nc3ccccc3N)c2O[C@@H]1CN(C)S(C)(=O)=O	.	-3.0	21.4	-1.1
O=C(Nc1ccccc1)Nc1ccc2c(c1)[C@@H]1C[C@H](CC(=O)N3CCCCC3)O[C@H](CO)[C@@H]1O2	.	-4.6	-1.1	1.2
O=C(CCN1CCCCC1)NCC[C@@H]1CC[C@H](NC(=O)C2CCC2)[C@H](CO)O1	.	0.4	-4.3	1.1
CC(C)C#Cc1cnc2c(c1)C(=O)N([C@@H](C)CO)C[C@@H](C)[C@@H](CN(C)C(=O)Nc1ccc(F)cc1)O2	81.1	35.8	-34.4	-0.3
COc1ccc(S(=O)(=O)N(C)C[C@H]2Oc3ccc(NC(=O)CCC(F)(F)F)cc3CC(=O)N([C@H](C)CO)C[C@@H]2C)cc1	.	8.6	-2.9	-1.2
O=C(Nc1cccc(F)c1)N1CCCCN2[C@H](C1)[C@@H](c1ccc(C#Cc3cccnc3)cc1)[C@@H]2CO	89.1	4.0	-16.2	-1.6
C[C@H]1CN([C@@H](C)CO)C(=O)Cc2cc(NC(=O)Cn3cnnn3)ccc2O[C@H]1CN(C)S(=O)(=O)c1cn(C)cn1	-0.4	2.0	54.6	0.8
C[C@@H]1CN([C@H](C)CO)C(=O)CCCn2nncc2CO[C@@H]1CN(C)CC1CC1	-36.7	.	9.9	0.6
CNC[C@H]1OCCCC[C@H](C)Oc2ccc(NS(=O)(=O)c3ccc(F)cc3)cc2C(=O)N([C@H](C)CO)C[C@@H]1C	27.3	1.3	24.5	1.7

# Compound profiles, from the list above:
# Profile of `O=C(CCN1CCCCC1)NCC[C@@H]1CC[C@H](NC(=O)C2CCC2)[C@H](CO)O1` : T cruzi growth = .; C diff growth = 0.4; Pf Dd2 inh = -4.3; KDM4C inh = 1.1
# Profile of `CC(C)C#Cc1cnc2c(c1)C(=O)N([C@@H](C)CO)C[C@@H](C)[C@@H](CN(C)C(=O)Nc1ccc(F)cc1)O2` : T cruzi growth = 81.1; C diff growth = 35.8; Pf Dd2 inh = -34.4; KDM4C inh = -0.3

# The list goes on:
canonical_smiles	T cruzi growth	C diff growth	Pf Dd2 inh	KDM4C inh
C[C@@H]1CCCCO[C@@H](CN(C)CC2CCCCC2)[C@@H](C)CN([C@@H](C)CO)C(=O)c2cc(NC(=O)Cc3ccccc3)ccc2O1	58.2	22.1	-49.3	-0.9
C[C@H]1CN([C@@H](C)CO)C(=O)Cc2cc(NS(C)(=O)=O)ccc2O[C@H]1CN(C)C(=O)Nc1ccc(F)cc1	0.2	0.5	3.0	14.5
C[C@@H]1CN([C@@H](C)CO)C(=O)c2cc(C3=CCCC3)cnc2O[C@@H]1CN(C)C(=O)C1CCCCC1	41.7	4.3	16.9	2.8
CC(C)NC(=O)Nc1ccc2c(c1)C(=O)N([C@@H](C)CO)C[C@@H](C)[C@H](CN(C)S(=O)(=O)c1ccccc1)O2	3.0	3.2	-20.3	6.4
Cc1ccc(S(=O)(=O)Nc2cccc3c2O[C@@H](CN(C)S(=O)(=O)c2ccc(Cl)cc2)[C@H](C)CN([C@@H](C)CO)C3=O)cc1	.	-0.7	33.7	2.3
CO[C@H]1CN(C)C(=O)c2cc(NC(=O)NC(C)C)ccc2OC[C@H](C)N(C(=O)C2CCC2)C[C@H]1C	6.1	.	-14.0	1.7
C[C@@H]1CN([C@@H](C)CO)C(=O)c2ccccc2-c2ccccc2CO[C@H]1CN(C)S(=O)(=O)c1ccccc1F	24.3	-1.0	1.1	1.4
CCCC(=O)Nc1ccc2c(c1)C(=O)N(C)[C@H]1CC[C@@H](CC(=O)NCC3CC3)O[C@@H]1CO2	11.4	1.6	13.4	2.0
O=C(C[C@H]1CC[C@@H]2[C@H](COC[C@H](O)CN2C(=O)Nc2cc(Cl)cc(Cl)c2)O1)NCC1CCCCC1	-23.0	3.4	1.3	0.1
C[C@H](CO)N1C[C@H](C)[C@@H](CN(C)C(=O)C2CCCCC2)Oc2cc(-c3cncnc3)ccc2S1(=O)=O	.	0.8	8.6	-0.5
C[C@@H]1CN([C@@H](C)CO)C(=O)c2cccc(N(C)C)c2O[C@H]1CN(C)S(=O)(=O)c1ccc(F)cc1	.	-2.7&-6.1	-4.9	2.0
O=C(NCc1ccc2c(c1)OCO2)[C@H]1[C@H](CO)[C@H]2Cn3c(cccc3=O)[C@@H]1N2Cc1cncnc1	3.1	-3.9	-5.9	12.3
Cc1ccc(S(=O)(=O)N[C@@H]2C=C[C@@H](CC(=O)N3CCc4ccccc4C3)O[C@@H]2CO)cc1	14.0	-1.6	4.3	0.0
COc1ccccc1NC(=O)N1C[C@H](O)COC[C@@H]2O[C@@H](CC(=O)NCCc3ccccc3)CC[C@H]21	-23.7	.	0.6	-1.3
COc1ccc(S(=O)(=O)Nc2ccc3c(c2)C(=O)N([C@H](C)CO)C[C@H](C)[C@H](CN(C)C(=O)Cc2ccccc2)OCCCC[C@@H](C)O3)cc1	.	6.9	-77.6	0.1
CC(=O)N(C)C[C@H]1Oc2cc(-c3cccc(F)c3)ccc2S(=O)(=O)N([C@@H](C)CO)C[C@H]1C	35.5	-3.1	16.2	0.9
C[C@@H]1CCCCO[C@H](CN(C)C(=O)c2ccncc2)[C@H](C)CN([C@@H](C)CO)C(=O)c2cc(NC(=O)Cc3ccccc3)ccc2O1	39.0	3.3	-15.9	7.8
C[C@H]1CN([C@@H](C)CO)S(=O)(=O)c2ccc(Br)cc2O[C@H]1CN(C)C(=O)c1cccnc1	.	-1.4	16.1	-0.5
O=C(NCC[C@H]1CC[C@@H](NC(=O)C2CCCC2)[C@H](CO)O1)Nc1ccc(Cl)cc1	.	-3.0	-2.2	-0.8
CN(C)C(=O)C[C@H]1C[C@@H]2c3cc(NC(=O)C4CCC4)ccc3O[C@@H]2[C@H](CO)O1	28.5	-0.8	19.9	-3.4
CC(C)C#Cc1ccc2c(c1)O[C@@H](CN(C)Cc1ccncc1)[C@H](C)CN([C@H](C)CO)S2(=O)=O	119.1*	19.5	-71.5	-0.5
O=C(C[C@@H]1CC[C@@H]2[C@H](COC[C@H](O)CN2Cc2cccc(F)c2)O1)NCC1CCCCC1	16.7	7.1	-21.3	1.0
COc1ccccc1S(=O)(=O)N[C@@H]1CC[C@@H](CC(=O)NCc2cc(F)cc(F)c2)O[C@H]1CO	.	-2.7	22.8	-1.6
Cc1noc(C)c1NC(=O)N(C)C[C@H]1Oc2ccc(NC(=O)Cc3ccccc3)cc2CC(=O)N([C@@H](C)CO)C[C@H]1C	29.2	0.3	-17.8	-1.0
C[C@@H]1CN([C@@H](C)CO)C(=O)Cc2cc(NC(=O)Nc3ccccc3)ccc2O[C@@H]1CN(C)S(=O)(=O)c1ccc(F)cc1	25.6	12.8	-46.9	-0.4
O=C(N[C@H]1CC[C@H](CCNS(=O)(=O)c2ccc(Cl)cc2)O[C@H]1CO)c1cccc(F)c1	-35.5	-6.1	-19.8	-0.6
C[C@@H](O)C#Cc1ccc2c(c1)O[C@@H](CN(C)C(=O)C1CCCCC1)[C@@H](C)CN([C@@H](C)CO)S2(=O)=O	52.8	-1.4	-37.6	2.8
CN(C[C@@H]1N[C@@H](CO)[C@@H]1c1ccc(C2=CCCCC2)cc1)S(C)(=O)=O	14.5	4.2	-25.6	1.2
C[C@@H]1CN([C@@H](C)CO)C(=O)c2cc(NC(=O)Nc3ccc(C(F)(F)F)cc3)ccc2O[C@H]1CN(C)Cc1ccc(C(=O)O)cc1	-20.8	.	7.4	1.0
CNC(=O)C[C@@H]1CC[C@@H]2[C@@H](COc3ccc(NC(=O)c4ccc5c(c4)OCO5)cc3C(=O)N2C)O1	46.2	-1.7	-13.2	1.7
COc1ccc(S(=O)(=O)Nc2ccc3c(c2)C(=O)N([C@@H](C)CO)C[C@H](C)[C@H](CN(C)Cc2ccncc2)O3)cc1	.	3.7	-8.2	-1.9
CCCC#Cc1ccc([C@@H]2[C@@H](CO)N3C(=O)CN(C(=O)Nc4ccccc4F)C[C@H]23)cc1	.	-9.7	-29.9	-2.2
O=C(NC1CCCC1)[C@H]1[C@H](CO)[C@H]2Cn3c(ccc(C4=CCCC4)c3=O)[C@@H]1N2C(=O)c1ccccc1	-57.3	11.8	.	10.3
CCc1csc(N2[C@H](C#N)[C@@H](c3ccc(-c4cccc(F)c4)cc3)[C@H]2CO)n1	100.4*	12.6	-14.3	-1.1
Cc1ccc(S(=O)(=O)N(C)C[C@@H]2Oc3ncc(C#Cc4ccccc4)cc3C(=O)N([C@H](C)CO)C[C@@H]2C)cc1	65.7	5.7	-53.4	2.9
CC(=O)N(C)C[C@@H]1Oc2cc(C#Cc3ccccn3)ccc2S(=O)(=O)N([C@H](C)CO)C[C@H]1C	43.4	1.7	9.6	0.3
CN1CCN(C(=O)C[C@@H]2CC[C@H]3[C@@H](COC[C@H](O)CN3CC3CCOCC3)O2)CC1	39.7	4.1&-3.8	-9.8	1.5
CCNC(=O)[C@@H]1[C@@H](CO)[C@@H]2Cn3c(ccc(-c4ccncc4)c3=O)[C@H]1N2CC1CC1	43.9	-1.0	10.7	0.3
COC(=O)C[C@@H]1C[C@H]2c3cc(NC(=O)CC4CC4)ccc3O[C@H]2[C@@H](CO)O1	.	-2.4	25.9	0.2
C[C@H](CO)N1C[C@H](C)[C@H](CN(C)Cc2ccc(C(F)(F)F)cc2)Oc2c(NS(=O)(=O)c3cn(C)cn3)cccc2C1=O	24.7	-0.9	9.3	0.4
CO[C@H]1CN(C)C(=O)c2ccc(NC(=O)NC(C)C)cc2OC[C@H](C)N(C(=O)CN(C)C)C[C@H]1C	-0.8	.	3.5	0.7
C[C@@H]1CN([C@@H](C)CO)C(=O)c2cc(Br)cnc2O[C@H]1CN(C)C(=O)Nc1ccccc1	16.3&31.8	2.2&1.5	-7.5&-6.4	15.3
C[C@H]1CN([C@@H](C)CO)C(=O)c2cccc(NC(=O)c3ccncc3)c2O[C@@H]1CN(C)S(=O)(=O)c1cn(C)cn1	26.3	.	22.8	7.5
COCC(=O)N(C)C[C@H]1Oc2ncc(C#C[C@@H](C)O)cc2C(=O)N([C@H](C)CO)C[C@@H]1C	2.7	-4.0	.	0.7
CCS(=O)(=O)N1CC(=O)N2[C@@H](CO)[C@H](c3ccc(C#CCC(C)C)cc3)[C@@H]2C1	.	-2.1	5.9	0.3
Cc1ccc(S(=O)(=O)Nc2ccc3c(c2)CC(=O)N([C@H](C)CO)C[C@@H](C)[C@H](CN(C)Cc2ccc(Oc4ccccc4)cc2)O3)cc1	58.2	13.3	-47.1	-6.6
C/C=C/c1ccc([C@@H]2[C@@H](CO)N3C(=O)CN(C(=O)Nc4ccc(F)cc4)C[C@@H]23)cc1	.	-9.0	-10.7	0.2
